mIAP inh: inhibitors of mouse IAP, primary screen, biochemical, luminescence, uHTS. intestinal alkaline phosphatase [Mus musculus]. purified mouse IAP, CDP-Star luminescence, 30 min. inhibition, % at 10 µM. hit rate 0.2% among 330,000;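 active = inhibition of at least 40% at 10 µM in the primary screen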;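 also: plate controls were DMSO with enzyme for no effect and no enzyme wells for full effect; values of inactives mirror those of a sister screen read the other way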
hIAP inh: human IAP inhibitors, primary screen, biochemical, luminescence, uHTS. inhibition, % at 10 µM. hit rate 0.12% among 330,000. AID 2544, 2010. purified IAP, CDP-Star luminescence, 30 min. Intestinal-type alkaline phosphatase (Homo sapiens), P09923;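 active = inhibition reaching a set limit with compound at 10 µM in the primary screen, cut at about 35% in these data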;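 also: plate controls were DMSO wells with enzyme for no effect and no-enzyme buffer wells for full effect; values of inactives mirror those of a sister screen read the other way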
TIM10 inh: growth inhibitors of isogenic TIM10 control yeast, primary screen, counter-screen for tim10-1 yeast inhibitor project, luminescence, uHTS. S. cerevisiae TIM10 strain growth, BacTiter-Glo luminescence, 24 h. inhibition, % at 10 µM. hit rate 1.4% among 330,000. AID 463195, 2010;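 active = inhibition of 40% or more at the single tested concentration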;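 also: wild-type TIM10 isogenic control strain grown at permissive 25 °C; 0% = DMSO yeast wells and 100% = minimal medium wells without yeast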
APOBEC3G inh: APOBEC3G DNA deaminase inhibitors, primary screen, biochemical, fluorescence, single-stranded DNA substrate, uHTS. DNA dC->dU-editing enzyme APOBEC-3G (Homo sapiens), Q9HC16. inhibition, % at 20 µM. AID 493012, 2011. hit rate 0.28% among 330,000. recombinant A3G, ssDNA deamination FAM/TAMRA fluorescence;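 active = inhibition of at least 40% at 20 µM, with no more than 30% in the related APOBEC3A deaminase screen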;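 also: plate controls were DMSO wells with A3G for no effect and wells lacking A3G enzyme for full effect; some compounds called inactive have numbers as strong as hits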
Target sequence (Q9HC16 whole entry, looked up): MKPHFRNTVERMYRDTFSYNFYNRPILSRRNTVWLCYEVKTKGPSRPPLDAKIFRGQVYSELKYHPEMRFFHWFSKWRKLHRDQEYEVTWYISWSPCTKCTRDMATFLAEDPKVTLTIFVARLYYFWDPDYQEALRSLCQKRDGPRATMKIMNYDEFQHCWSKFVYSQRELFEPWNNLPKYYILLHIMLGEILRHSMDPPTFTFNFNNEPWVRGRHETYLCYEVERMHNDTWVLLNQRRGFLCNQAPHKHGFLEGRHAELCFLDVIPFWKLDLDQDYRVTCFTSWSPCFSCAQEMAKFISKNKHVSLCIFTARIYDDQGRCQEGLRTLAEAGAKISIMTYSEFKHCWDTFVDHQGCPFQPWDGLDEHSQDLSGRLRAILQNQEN
tim10-1 inh: growth inhibitors of tim10-1 mutant yeast, primary screen, luminescence, uHTS; AID 463190, 2010; S. cerevisiae tim10-1 ts strain growth, BacTiter-Glo, 24 h; hit rate 2.2% among 330,000; inhibition, % at 20 µM;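 active = inhibition of at least 40%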;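 also: mutant grown at 25 °C; 0% = DMSO wells with yeast and 100% = wells holding no yeast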
NALP3 yeast inh: NALP3 inflammasome inhibitors in reconstituted yeast, primary screen, luminescence, uHTS | AID 2825, 2010 | Yeast reconstituted NLRP3/ASC/caspase-1, beta-gal luminescence, 24 h | hit rate 0.39% among 330,000 | inhibition, % at 10 µM;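 active = inhibition of 50% or more; inactive = inhibition below 50%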;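 also: plate controls were induced DMSO wells for no effect and uninduced yeast grown without galactose for full effect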
A3A deaminase: APOBEC3A ssDNA deaminase inhibitors, primary screen, selectivity assay for APOBEC3G inhibitor project, biochemical, FAM/TAMRA oligo cleavage fluorescence | DNA dC->dU-editing enzyme APOBEC-3A (Homo sapiens), P31941 | inhibition, % at 20 µM | recombinant A3A, FAM/TAMRA ssDNA deamination fluorescence | hit rate 0.41% among 330,000;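 active = at least 40% inhibition at 20 µM here, with at most 30% in a related deaminase screen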;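 also: plate controls were A3A with DMSO for no effect and wells lacking A3A enzyme for full effect; some results filed as inactive read as strong as hits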
Target sequence (P31941 whole entry, looked up): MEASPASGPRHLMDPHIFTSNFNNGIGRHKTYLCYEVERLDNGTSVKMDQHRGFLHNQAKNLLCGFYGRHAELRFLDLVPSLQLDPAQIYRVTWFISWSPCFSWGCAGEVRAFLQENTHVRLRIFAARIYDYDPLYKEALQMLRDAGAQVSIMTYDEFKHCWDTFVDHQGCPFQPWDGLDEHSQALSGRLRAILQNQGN
MIN6 prolif: inducers of MIN6 beta-cell proliferation, primary screen, ATP luminescence, uHTS | MIN6 cells proliferation, ATPlite luminescence, 48 h; cells starved in 0.2% serum; 100% = growth in 10% serum | proliferation, % at 10 µM | hit rate 0.29% among 330,000 | AID 2380, 2010;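 active = compounds whose signal lies at least 3.5 SD above the mean of all wells on their plate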;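 also: 0% = DMSO-treated cells in low-serum medium and 100% = 10% serum control; some compounds called inactive have numbers as strong as hits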
mIAP act: activators of mouse IAP, primary screen, biochemical, luminescence, uHTS; intestinal alkaline phosphatase [Mus musculus]; muIAP, CDP-Star luminescence, 30 min; hits give high values; 1 = vehicle-only enzyme signal, 0 = enzyme-free wells; activation factor at 10 µM; hit rate 0.24% among 330,000;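 active = activation factor of at least 2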; also: the source names both 10 and 20 µM as test concentration; values of inactives mirror those of a sister screen read the other way
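also added = chemiluminescent substrate CDP-Star | test system = mouse IAP enzyme | signal = chemiluminescence readout | compound = DMSO-dissolved test compounds | incubation = 30 min at room temperature | benchmarks = DMSO wells, no-enzyme wells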
The depositor's hits bear a star.

Order of results: mIAP inh | hIAP inh | TIM10 inh | APOBEC3G inh | tim10-1 inh | NALP3 yeast inh | A3A deaminase | MIN6 prolif | mIAP act
Cc1cc(-c2ccc(C)c(S(=O)(=O)NCCc3ccco3)c2)on1
 : 0 | 13 | 6 | -5 | -22 | 10 | 0 | -1 | 1
c1cc2c(cc1C1CCCCC1)c1c3n2CCN=C3CCC1
 : 10 | 1 | 21 | -7 | 19 | 8 | -5 | -6 | 0.9
Cc1ccccc1CNC(=O)CC1C(=O)NCCN1Cc1c(F)cccc1Cl (stereo not drawn)
 : 1 | 18 | 15 | -8 | 3 | 3 | -5 | 0 | 0.99
Cc1cccc(Cc2c(C)nc3nc(SCC(=O)O)nn3c2C)c1
 : -11 | 8 | -10 | -12 | 8 | 6 | -4 | -3 | 1.1
COc1ccc(-c2csc(N(CCc3ccccc3)C(=O)COc3ccccc3)n2)cc1
 : -4 | -22 | 8 | -3 | -5 | 12 | -2 | -5 | 1
COc1ccccc1CN1CC(C(=O)NCCn2ccc(C)n2)CCC1=O (stereo not drawn)
 : 6 | -17 | -2 | -2 | -7 | 10 | -3 | 1 | 0.94
Cc1c(-c2ccc(F)cc2)[n+](=O)c(-c2ccc(F)cc2)c(C)n1[O-]
 : 5 | -3 | -1 | -1 | 4 | 20 | -1 | 0 | 0.95
Cc1ccc(-c2csc3ncnc(NCCN4CCOCC4)c23)cc1
 : -4 | 2 | 16 | 0 | 20 | 20 | -1 | -1 | 1
CCOC(=O)N1CCN(C(=O)CC(C(=O)N2CCc3ccccc32)n2ccnc2)CC1 (stereo not drawn)
 : 4 | 5 | 8 | -11 | 1 | -3 | 2 | -1 | 0.96
O=c1c2ccccc2nc(/C=C/c2ccc(O)cc2)n1CCc1ccccc1
 : 4 | -1 | 2 | -8 | -3 | -6 | -3 | -5 | 0.96
CC(=O)Nc1nc2cc(C(N)=O)ccc2s1
 : 8 | -4 | -3 | -11 | 1 | 14 | -4 | 1 | 0.92
COc1cccc(OCC(=O)NNC(=O)Cc2cccs2)c1
 : 8 | -32 | 12 | -6 | 6 | 22 | -2 | -2 | 0.92
COc1cc(/C=C2/NC(=O)N(c3cccc(Cl)c3)C2=O)ccc1O
 : 5 | -7 | -6 | 0 | 16 | 17 | 2 | -2 | 0.95
O=C1OCCC1Sc1nnc(-c2ccc(O)cc2)o1 (stereo not drawn)
 : -6 | -18 | -10 | -6 | 7 | 23 | -17 | -2 | 1.1
O=[N+]([O-])c1cccnc1N1CCN(c2ccccc2F)CC1
 : 7 | 13 | -15 | -8 | 11 | 44 | -3 | 1 | 0.93

(cont.)
Order of results: mIAP inh | hIAP inh | TIM10 inh | APOBEC3G inh | tim10-1 inh | NALP3 yeast inh | A3A deaminase | MIN6 prolif | mIAP act
CCCC(=O)Nc1cc(C)c(NC(=O)C23CC4CC(CC(C4)C2)C3)cn1
 : -2 | -7 | 36 | 3 | 42* | 19 | 7 | -1 | 1
CC(C)[C@]1(c2ccc(Cl)cc2)ON(c2ccccc2C(F)(F)F)C1=O
 : 14 | 3 | 9 | 1 | -49 | 9 | -2 | -7 | 0.86
CC(Sc1nnc(-c2ccc(Cl)cc2Cl)n1Cc1ccccc1)C(=O)Nc1nccs1 (stereo not drawn)
 : 9 | 0 | 10 | -1 | 29 | 8 | 0 | -5 | 0.91
O=C(CSc1cn[nH]n1)Nc1ccccc1C(=O)O
 : 4 | 17 | 2 | -10 | -1 | 16 | -3 | 0 | 0.96
CCOC(=O)Cn1nnnc1CN(Cc1cccs1)Cc1cc2cc(C)ccc2[nH]c1=O
 : 6 | -11 | 20 | -8 | 2 | 36 | -9 | -3 | 0.94
COC(=O)Cc1cc(=O)n(-c2nc3ccccc3s2)[nH]1
 : 10 | 5 | 1 | 7 | 1 | 12 | 2 | -1 | 0.9
Cc1ccccc1NC(=O)Cc1nc(COC(=O)/C=C/c2ccccc2)cs1
 : 4 | -2 | 14 | -11 | 30 | 17 | -1 | 1 | 0.96
COc1ccc(/C=N/NC(=O)CN(C2=NS(=O)(=O)c3ccccc32)c2ccccc2)cc1OC
 : 3 | 7 | 17 | -6 | 10 | 5 | 1 | 0 | 0.97
CC(C)(C)c1ccc(NC(=O)COC(=O)C2(C)CC2(Cl)Cl)cc1 (stereo not drawn)
 : -22 | -24 | 38 | -3 | 13 | 24 | 2 | -4 | 1.2
Cn1ccnc1SCC(=O)Nc1cccc(O)c1
 : -2 | 2 | -9 | -2 | 6 | 2 | 6 | 0 | 1
O=C(NCCCNc1ccc(C(F)(F)F)cc1[N+](=O)[O-])c1ccc(F)cc1
 : 11 | 1 | -35 | 3 | -19 | 22 | 7 | -1 | 0.89
O=c1/c(=C/c2ccc(O)cc2)sc2nc3cc(Br)cnc3n12
 : 29 | 10 | 0 | 11 | 10 | 14 | 6 | -2 | 0.71
COc1ccc(NC(=O)Cn2nnc(C(=O)NCc3ccccc3OC)c2N)cc1Cl
 : 4 | 26 | -6 | -1 | 8 | 16 | 0 | 0 | 0.96
Cc1ccc(N2C(=O)C3CCC(c4ccccc4)CC3C2=O)cc1 (stereo not drawn)
 : 2 | -2 | 18 | -10 | 18 | 4 | -2 | 0 | 0.98
COc1ccc(NC(=O)CC2C(=O)N(c3ccc(OC)cc3)C(=O)N2CCN2CCN(C)CC2)cc1 (stereo not drawn)
 : -1 | -6 | -10 | -7 | 7 | -3 | -2 | 1 | 1

Additional records follow:
mol	mIAP inh	hIAP inh	TIM10 inh	APOBEC3G inh	tim10-1 inh	NALP3 yeast inh	A3A deaminase	MIN6 prolif	mIAP act
Nc1nnc(SCC(=O)Nc2cccnc2Cl)s1	13	-16	1	-11	13	24	0	-2	0.87
O=C(Cn1ncc2c3ccccc3n(Cc3ccccc3)c2c1=O)NCCN1CCOCC1	-2	6	2	0	-6	8	-2	-1	1
NS(=O)(=O)c1ccc(NC(=O)COc2ccc(C(=O)c3ccc(F)cc3)cc2)cc1	2	-11	-11	-6	9	8	0	-6	0.98
CC(=O)Nc1ccc(-c2nc3ccccc3o2)cc1	-6	-5	2	-6	-14	37	-5	-3	1.1
COc1cccc(/C=N/Nc2ccc([N+](=O)[O-])cn2)c1O	20	-16	24	-1	9	37	2	-5	0.8
Cc1cc2nc(SCCOC(=O)Nc3cccc(Cl)c3)nc(C)c2cc1C	12	7	29	-4	35	-8	-1	-4	0.88
COc1cccc(NC(=O)NCc2ccccn2)c1	2	-5	-1	-6	0	5	0	2	0.98
COCCNC(=O)CSc1cc(-c2ccccc2)c2ccc(OC)cc2n1	0	3	23	-7	28	23	-1	-2	1
CC1(C)c2ccccc2N2CCC(=O)NC21/C=C/c1ccco1 (stereo not drawn)	-6	0	1	0	19	10	0	-3	1.1
CCNc1nc(NCC)n2c(SC(C(=O)Nc3cc(C)ccc3C)c3ccccc3)nnc2n1 (stereo not drawn)	5	-8	15	-3	-2	10	0	-2	0.95
COc1ccc(OC)c(N(CC(=O)NCc2ccncc2)S(C)(=O)=O)c1	-2	3	-17	-4	23	1	-3	-5	1
O=C(NC1CCSC1=O)c1ccc(Oc2ccc(F)cc2)nc1 (stereo not drawn)	2	-15	-12	-5	-3	24	-3	0	0.98
O=C(NCCc1ccc(Cl)cc1)c1cccc(N2CCCC2=O)c1	-2	-13	-12	-5	2	2	-4	4	1
Cc1ccc(S(=O)(=O)N(Cc2ccccc2Cl)C(=O)N2CCN(C)CC2)cc1	0	-6	-7	-11	-25	5	-2	-2	1
O=C(Nc1cccnc1)c1cccnc1	2	2	-6	-5	9	6	-2	-2	0.98
Cc1onc(-c2ccccc2)c1C1=N/C(=C\c2ccccc2F)C(=O)O1	-7	-16	7	-3	32	-9	0	-2	1.1
O=[N+]([O-])c1ccc(/C=N/Nc2ccnc3cc(Cl)ccc23)o1	24	15	64*	6	24	20	9	-4	0.76
COc1ccc(N(C(=O)c2cnccn2)C(C(=O)NC2CCCCC2)c2ccccc2)cc1 (stereo not drawn)	-3	-6	-1	-1	21	9	-6	-1	1
Cc1cc(N2CCOCC2)nc(SCC(=O)c2ccccc2)n1	2	2	8	1	11	22	4	-1	0.98
O=C(CSc1nnc(-c2ccccc2O)o1)Oc1ccc(OCc2ccccc2)cc1	7	-24	5	-5	8	-9	-2	-3	0.93
O=C(c1ccco1)N1CCN(C(c2ccccc2F)c2nnnn2CC2CCCO2)CC1 (stereo not drawn)	-6	15	3	-2	17	15	1	-2	1.1
CCN1C(=O)N[C@@H](CCc2ccccc2)[C@@H](C(=O)OC)[C@H]1C	0	7	-12	-6	-7	4	-2	-3	1
CC1(C)Cc2c(cnn2-c2ccccc2)C(=O)/C1=N\NC(=O)c1ccncc1	3	-18	-8	-4	7	18	-2	-4	0.97
COc1ccc(OCC(O)CN2CCN(c3ccccc3)CC2)cc1 (stereo not drawn)	7	-13	-2	-3	11	28	1	-2	0.93
Cc1cc(C(=O)N2CCC(Cc3ccccc3)CC2)ccc1[N+](=O)[O-]	11	-12	7	-10	9	16	-5	-1	0.89
Cc1oc(-c2ccccc2)nc1CS(=O)CC(=O)N1CCc2ccccc2C1 (stereo not drawn)	22	15	20	-2	29	25	1	2	0.78
CCOC(=O)/C(N=Nc1c(C)n(C)n(-c2ccccc2)c1=O)=C(/O)c1ccccc1	9	10	-8	4	2	27	3	-1	0.91

Screening data as filed in PubChem BioAssay.
